# TTR transcr act: TTR transcription activators in neuroblastoma reporter cells, primary screen, cell-based, luminescence, SH-SY5Y, TTR promoter Gaussia luciferase. 100% = recombinant luciferase protein wells. activation, % at 16.7 µM. 92,000 tested, 1.3% active;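 active = activation above the mean of all tested compounds plus 3 SD, cut at about 9.5% in these data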;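 note: cells exposed to compounds for one day before reading; 0% = median of all test compound wells on the plate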
# Numbers without * were called inactive.
molecule,TTR transcr act
CCOC(=O)c1cnc2ccc(C)cc2c1Sc1ccccc1,-2.8
CCOC(=O)c1c(CN(CC)CC)n(C)c2cc(Br)c(O)cc12,-0.6
CCN(CC)C(=O)c1csc(Nc2ccc(C)cc2)n1,3.9
CCN(CC)S(=O)(=O)c1ccc(OC)c(NC(=O)Cc2cccs2)c1,-0.4
Cc1nc2ccc(C(=O)N3CCCC(CO)(Cc4ccc(F)cc4F)C3)cc2nc1C (stereo not drawn),-0.4
O=C(c1ccc(Cl)c([N+](=O)[O-])c1)N(Cc1ccc(Cl)cc1)C1CCS(=O)(=O)C1 (stereo not drawn),9.2
O=C(Cn1c(=O)oc2cc(S(=O)(=O)N3CCOCC3)ccc21)N1CCc2ccccc2C1,-1.0
CC(OC(=O)Nc1cccc(Cl)c1)C(=O)OC1CCCCC1 (stereo not drawn),1.2
O=C(NCc1ccccc1)c1ccc(=O)oc1,0.5
COC(=O)c1ccc2nc(-c3cccc(Cl)c3)c(Cc3cccc(F)c3)n2c1,-0.3
CCCCn1cnc2c(Sc3c([N+](=O)[O-])ncn3C)nc(N)nc21,3.4
C#CC(CO)N(CCN(Cc1ccccc1)C(C#C)CO)Cc1ccccc1 (stereo not drawn),1.1
CCOC(=O)C1(Cc2ccc(OC)cc2)CCN(C(=O)Cn2cnnn2)CC1,1.0
COc1ccc([N+](=O)[O-])cc1NC(=O)Cc1ccc(C)cc1,-0.4
C=CCN1C(=O)C(CC(=O)NCC)SC1=Nc1ccccc1CC (stereo not drawn),-1.2
O=C(NNC1CC(=O)N(c2cccc(Cl)c2)C1=O)c1cccs1 (stereo not drawn),-0.5
CN1OC[C@@H]2CN(Cc3ccccc3)[C@H](c3cccc(-c4ccccc4)c3)C[C@@H]21,1.2
Cc1ccc(Nc2nc(N)nc(CSc3nccn3C)n2)c(C)c1,1.1
C=CCN1C(=O)[C@H](CC(=O)NCc2cccc3ccccc23)[C@@]2(C(=O)OCC)CCCC=C12,0.6
Cn1c(N)c(NC(=S)NC2CCCCC2)c(=O)n(C)c1=O,-1.3
Cc1ccc(N2CCN(C(=O)CN3C(=O)c4ccccc4C3=O)CC2)cc1,0.8
O=C(Nc1cccc2c1CCCC2)C1CCCN(S(=O)(=O)c2cccc3nonc23)C1 (stereo not drawn),-2.7
O=C(CCn1c(=S)oc2ccccc21)N1CCCCC1,-1.9
COc1ccc(N2C(=O)CC(NNC(=O)c3ccc(Br)s3)C2=O)cc1 (stereo not drawn),0.2
Cc1cccc(C(=O)OCC(=O)NCC2COc3ccccc3O2)c1 (stereo not drawn),0.3
CC[n+]1c(C)sc2cc(C)ccc21,1.4
CC[C@]1(C(=O)OC)[C@H]2C(=O)N(C)C(=O)[C@H]2[C@H]2CN(C)C(=NC)N21,-0.3
CC(C)(C)c1cc(NS(=O)(=O)c2ccc(Br)s2)no1,2.7
Cn1c(N)c(C(=O)COC(=O)COc2ccc(Cl)cc2Cl)c(=O)n(C)c1=O,2.0
Cc1cccc(OCC(=O)OCC(=O)NCC2CCCO2)c1C (stereo not drawn),-0.8
CCCCCCCCNC(=O)/C(C#N)=C/c1ccccc1[N+](=O)[O-],1.6
CC(=O)NC12CC3CC(C1)CC(C(=O)N1CCN(S(=O)(=O)c4ccc(Cl)s4)CC1)(C3)C2,0.7
CCCc1n[nH]c(=O)c2c1nnn2Cc1ccccc1,-1.5
Cc1[nH]c(C)c(S(=O)(=O)N2CCN(c3ccccc3)CC2)c1C(=O)N1CCCC1,0.1
COc1ccc(N2C(=O)C3C(c4ccc(C(=O)O)cc4)NC(Cc4ccccc4)(C(=O)O)C3C2=O)c([N+](=O)[O-])c1 (stereo not drawn),-0.2
C[C@@H]1CN([C@H](C)CO)C(=O)c2cc(NC(=O)Cc3cn(C)c4ccccc34)ccc2O[C@H]1CN(C)C(=O)Nc1ccc2c(c1)OCO2,-3.9
OCCOCCNc1ncnc2sc(-c3ccccc3)cc12,6.4
COC(=O)c1sccc1S(=O)(=O)Nc1ccc(C)cc1,-1.0
COc1ccc(C(C(=O)NCC2CCCO2)N(Cc2ccccc2)C(=O)c2snc(C(N)=O)c2N)cc1OC (stereo not drawn),-2.6
O=C(Nc1ccon1)c1cccc(S(=O)(=O)N2CCCC2)c1,1.5
O=C(Nc1ccc2ccccc2n1)c1ccc(Cl)cc1,-4.1
COc1cc(C(=O)N2CCCc3ccccc32)c([N+](=O)[O-])cc1OC,-1.0
O=C(C1CC1)n1ccc2ccc(-c3ccc4ccn(Cc5ccccc5)c4c3)cc21,1.5
CCC(C(=O)Nc1nccs1)(C(F)(F)F)C(F)(F)F,-0.2
O=S1(=O)CCSC[C@@H](CN2CCOCC2)N1,0.2
COC(=O)c1cc(OC)nc2c1c(=O)n(C)c(=O)n2C,0.8
CC1Sc2ccc(C(=O)Nc3cc(S(C)(=O)=O)ccc3Cl)cc2NC1=O (stereo not drawn),-0.9
CCC1CCCCN1CCNC(=O)C1CCN(S(=O)(=O)c2c(C)noc2C)CC1 (stereo not drawn),3.4
COc1ccc(Cl)cc1NC(=O)CN(C)C(=O)C12CC3CC(CC(Cl)(C3)C1)C2,-2.7
CCCCCNC(=O)C(c1ccc(OC)cc1)n1c(=O)c(-c2cc3ccccc3[nH]2)nc2ccccc21 (stereo not drawn),-0.9
Cc1cc2c(c(=O)o1)C(C(C)C)C(C#N)=C(N)O2 (stereo not drawn),-0.9
Cc1nc(SCC(=O)N2CCc3ccccc3C2)c2c(C)c(C)sc2n1,-1.0
Cc1cc(SCC2=NNC(=O)C2)c(Cl)cc1Cl,-1.4
Cc1nc2ccc3nc(NC(=O)c4ccco4)sc3c2s1,-0.2
C[C@H]1[C@@H](NC(=O)c2ccc(C(C)(C)C)cc2)CC[C@@]23CCCN2C(=O)CCC[C@@H]13,-0.1
Cc1cc2c(NC(=O)Nc3ccc(C(F)(F)F)cc3)cccc2nn1,0.0
CCOC(=O)N1CCN(c2c(NCCc3ccc(OC)c(OC)c3)c(=O)c2=O)CC1,-1.1
COc1ccc(N=CC=C2OC(C)(C)C(C)(C)O2)cc1OC,1.9
Cc1cccc(C(=O)Nc2ccccc2C(=O)NCc2ccco2)c1,1.9
Cc1cc(C(=O)COC(=O)Cc2n[nH]c(=O)c3ccccc23)c(C)n1-c1ccc2c(c1)OCCO2,-3.2

# Following part.
molecule | TTR transcr act
COc1ccc(/C=C2\SC(=S)N(C(C(=O)O)c3ccccc3)C2=O)c(OC)c1 (stereo not drawn) | -2.1
Cc1ccc(NC(=O)C(C)c2ccc(-c3ccccc3)c(F)c2)cc1 (stereo not drawn) | -5.3
O=C(C1CCCCC1)N1C[C@H](O)[C@@H](n2cc(C3CC3)nn2)C[C@@H]1c1ccccc1 | 0.3
COc1ccc(N2CC(C(=O)N3CCOCC3)CC2=O)cc1 (stereo not drawn) | -0.2
COc1cccc(CSc2nc3ccccc3[nH]2)c1 | -0.5
O=C(NCC(=O)N(CCN1CCOCC1)C(C(=O)NC1CCCC1)c1cccs1)c1ccco1 (stereo not drawn) | -1.1
Cc1ccc(C(=O)N/C(=C\c2cn(C)c3ccccc23)C(=O)OCCN(C)C)cc1 | 2.2
Cc1cc(C)c(NC(=O)COC(=O)c2cc([N+](=O)[O-])ccc2N2CCOCC2)c(C)c1 | 0.4
COc1cccc(/C=C2\SC(=S)N(C(Cc3ccccc3)C(=O)O)C2=O)c1 (stereo not drawn) | -0.6
N/C(CS(=O)(=O)c1ccc(F)cc1)=N\O | 0.0
CSCCC(NC(=O)c1ccc(Cl)cc1)C(=O)OCC(C)=O (stereo not drawn) | 0.3
O=C(Nc1nnc(C(F)(F)F)s1)c1ccc(Br)s1 | -3.1
COc1cc(C(=O)n2nc(C)cc2C)cc(OC)c1OC | 2.4
O=C(Nc1ccc(C(=O)NC2CCCCC2)cc1)c1cccnc1 | 2.5
N#Cc1c(-c2ccc(F)cc2)c2c([nH]c1=O)-c1ccccc1OC2 | -0.1
O=C(CC1SC(=O)NC1=O)Nc1ccc(Cl)cc1 (stereo not drawn) | 12*
CC(C)OCCCNc1nc(Cl)nc2c1cnn2C | 0.4
O=[N+]([O-])c1cc(/C=N/Nc2nc3ccccc3[nH]2)c(O)cc1O | -3.9
Cc1ccc(Sc2ncccc2N)cc1 | 1.7
CCOc1ccc(/C=C(/C#N)c2nnc(N3CCOCC3)n2-c2ccccc2)cc1OC | 0.0

# The final 5 entries of the part above are carried over, then new ones follow.
molecule | TTR transcr act
O=C(CC1SC(=O)NC1=O)Nc1ccc(Cl)cc1 (stereo not drawn) | 12*
CC(C)OCCCNc1nc(Cl)nc2c1cnn2C | 0.4
O=[N+]([O-])c1cc(/C=N/Nc2nc3ccccc3[nH]2)c(O)cc1O | -3.9
Cc1ccc(Sc2ncccc2N)cc1 | 1.7
CCOc1ccc(/C=C(/C#N)c2nnc(N3CCOCC3)n2-c2ccccc2)cc1OC | 0.0
CCOc1ccc(CCN2C(=O)C(=O)N([C@@H](CC(C)C)CN3CCC[C@H]3CN3C(=O)C(=O)NC[C@@H]3CC(C)C)C[C@@H]2Cc2ccc(O)cc2)cc1 | -0.2
CCOc1ccc(C2=Nc3ccccc3C(c3ccc(N4CCOCC4)cc3)=NN2)cc1 | -3.0
Cc1ccc(S(=O)(=O)N2[C@@H](CO)CO[C@H]2CC(=O)c2ccccc2)cc1 | -2.0
Cc1onc(-c2ccccc2Cl)c1C(=O)N1CCN(c2ccc(F)cc2)CC1 | -0.4
COc1ccc(-c2ccc(CN3C(C(C)C)C(=O)N(Cc4cn(Cc5ccco5)nn4)CCS3(=O)=O)cc2)cc1OC (stereo not drawn) | -1.3
CCn1c(SCc2nc3ccccc3s2)nc2cc(S(=O)(=O)N3CCOCC3)ccc21 | 0.3
COc1ccc(C(=O)NCC(c2ccco2)N2CCCC2)cc1S(=O)(=O)N1CCCCC1C (stereo not drawn) | 0.8
CCc1cc2c(=O)c(-c3nc4ccccc4[nH]3)coc2cc1OC(=O)N1CCOCC1 | 2.5
CCN(CC)CCCN1C=C2C(=O)C(C)(OC(=O)C3CCCC3)C(=O)C(c3ccccc3)=C2C=C1CCCC(=O)OC (stereo not drawn) | 7.2
CC[C@H]1c2[nH]c3ccccc3c2C[C@H]2C(=O)N(c3ccc(F)cc3)C(=O)N21 | 0.2
Cn1c(=O)cc(C(=O)N/N=C/c2ccc(Cl)cc2)[nH]c1=O | 1.8
COc1ccc(CN2CC(C(=O)NCCCOC(C)C)CC2=O)cc1 (stereo not drawn) | -2.9
CC(=O)Nc1cnn(Cc2ccc(Br)cc2)c1 | 0.6
CCOC(=O)N1CCN(c2ncnc3scc(-c4ccccc4)c23)CC1 | -0.4
COc1cc(C(=O)Nc2cccc(C)c2C)c(Br)c(OC)c1OC | 5.5
COCCCNC(=O)CC(NS(=O)(=O)c1ccc(OC)cc1)c1ccc(OC)cc1 (stereo not drawn) | -3.0
COc1ccc(NC(=O)CC(C(=O)O)N2CCCCC2)cc1 (stereo not drawn) | 1.2
O=C(NOC(=O)c1ccccc1Cl)c1cccs1 | -0.4
CCCCN1CCS(=O)(=O)N(Cc2cn(Cc3ccccc3Br)nn2)C(C(=O)OC)C1 (stereo not drawn) | -0.7
O=S(Cc1ccccc1)c1ccccc1 (stereo not drawn) | 1.3
Cc1ccc(-c2csc(SCC(=O)c3c(N)n(C4CC4)c(=O)[nH]c3=O)n2)cc1 | 2.8
CCOC(=O)c1cc(C#N)c(Nc2ccccc2OC)nc1C(F)(F)F | -0.3
COc1ccc(NC(=O)/C(=C\c2ccncc2)NC(=O)c2ccccc2)cc1 | 0.6
C=CCc1ccccc1OCC(=O)O | 3.6
Cn1c(C(=O)NC2CCCCC2)cc2sccc21 | -2.7
COc1ccc(-c2c(C(F)(F)F)[nH]n3c(=O)cc(-c4ccccc4)nc23)cc1 | 8.3
COc1cccc(NC(=O)Nc2nc3ncccn3c2-c2ccc(C(F)(F)F)cc2)c1 | 2.3
C=CCN=C1SC(CC)C(=O)N1S(=O)(=O)c1ccc(C)cc1 (stereo not drawn) | 3.4
Cc1ccc(NC2=C(Cl)C(=O)N(C3CCCCC3)C2=O)cc1 | 1.7
Nc1cc(N)nc(SCC(=O)c2ccccc2)n1 | 1.7
Cn1c(CNC(=O)OC(C)(C)C)nnc1SCc1c(Cl)cccc1Cl | -0.7
Cc1nn(CC(=O)N/N=C/c2ccc(F)cc2)c(C)c1[N+](=O)[O-] | 1.3
Cc1ccc(-n2c(=O)c3sccc3n(Cc3cc(=O)n4ccccc4n3)c2=O)cc1F | 4.2
O=C(Nc1ccc(F)c(Cl)c1)c1ccccc1 | -1.2
CCCn1c(SCC(=O)c2ccc3c(c2)OCCO3)n[nH]c1=O | -2.1
COC(=O)Nc1ccc2ccc3c(NC(=O)OC)ccc4ccc1c2c43 | -0.2
COc1ccc(CN(C)C(=O)c2cnc(OC)cc2C(F)(F)F)c(OC)c1 | -0.4
C=CCn1c(=O)c2ccc(C(=O)NCc3ccccc3)cc2n(Cc2ccc(C)cc2)c1=O | 0.1
O=C(Nc1ccc2c(c1)OCO2)C1CCCN1C(=O)OCc1ccccc1 (stereo not drawn) | -1.1
CN(Cc1cccs1)C(=O)CSc1nc2ccccc2[nH]1 | -1.2
O=C(O)CN1C(=O)C2C3CCC(C3)C2C1=O (stereo not drawn) | 1.2

# A draw from above in order of count of non-hydrogen atoms, lowest first:
molecule | TTR transcr act
O=C(O)CN1C(=O)C2C3CCC(C3)C2C1=O (stereo not drawn) | 1.2
Cc1nn(CC(=O)N/N=C/c2ccc(F)cc2)c(C)c1[N+](=O)[O-] | 1.3
COc1ccc(CN(C)C(=O)c2cnc(OC)cc2C(F)(F)F)c(OC)c1 | -0.4
Cc1ccc(-n2c(=O)c3sccc3n(Cc3cc(=O)n4ccccc4n3)c2=O)cc1F | 4.2
C=CCn1c(=O)c2ccc(C(=O)NCc3ccccc3)cc2n(Cc2ccc(C)cc2)c1=O | 0.1

# Source: PubChem BioAssay (The Scripps Research Institute Molecular Screening Center)

# The list is partial. The share of hits here may be higher or lower than overall.
